# Mito fusion yeast: qHTS Assay for Small Molecule Inhibitors of Mitochondrial Division or Activators of Mitochondrial Fusion | S. cerevisiae fusion-defective mutant growth rescue, CellTiterGlo 48 h | Potency, µM (doses to about 46.1 µM), without a hit: at the top dose growth rescue (activation), hits mostly activators | actives 0.23% (n = 320,000) | AID 485298, 2010;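 also: potency is read from the fitted curve at half-maximal effect; % of control where 0% means no effect; nearly all actives have a fitted effect of over 45% in size; temperature-sensitive fusion mutants such as fzo1-1 at 37 °C on non-fermentable ethanol glycerol medium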
#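 Temperature-sensitive fusion-defective S. cerevisiae (e.g. fzo1-1, mgm1-5) were grown with compound in YPEG medium (3% ethanol, 3% glycerol) for 48 hours at 37C. Growth rescue was measured as viability by CellTiterGlo luminescence after 10 minutes at ambient.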
# TCR activator: Activators of T cell receptors: qHTS campaign | 330,000 tested, under 10 active | Potency, µM (doses to about 9.22 µM), inactives show at the top dose activation of IL-2 secretion, most hits filed as activators | primary human leukocytes, anti-CD3, IL-2 HTRF, 48 h | AID 504894, 2011; also: % of control where 0% means no effect
#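 1) Mix primary human leukocytes, a-CD3 beads and compound. 2) Incubate 48 hr. 3) Add HTRF IL-2 reagents (a-IL-2-K, a-IL-2-d2).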
# TSHR antagonist: Antagonists of the Thyroid Stimulating Hormone Receptor: HTS campaign; Thyrotropin receptor (Homo sapiens), P16473; actives 0.2% (n = 330,000); activity change, negative = inhibition, % at 11.5 µM; TSHR-expressing cells, TSH-stimulated cAMP HTRF, 2 h; stronger effect = lower value;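 active = activity change below a set negative limit, meaning inhibition stronger than a set level, cut at about -70% in these data; inconclusive = activity change between two set negative limits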; also: % is scaled to controls: 0 for no effect and ±100 for the full control effect
#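 Freshly harvested TSHR cells receive pin-tooled compound, then EC80 TSH at 4nM final. After 2 hours at 37 deg C, antibody in lysis buffer and cAMP-d2 are added; 30 minutes at ambient temperature precede the HTRF read.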
# S-ASM inh: Inhibitors of Secretory Acid Sphingomyelinase (S-ASM): qHTS; Sphingomyelin phosphodiesterase (Homo sapiens), P17405; placental ASM, HMU-PC fluorogenic substrate, 60 min; Potency, µM (top dose mostly 57.5 µM), for the others: at the top dose activity change, negative = inhibition, usual class: inhibitors; actives 0.006% (n = 340,000); AID 504937, 2011; also: potency is read from the fitted curve at half-maximal effect
# Target sequence (P17405 47-631 limits assumed): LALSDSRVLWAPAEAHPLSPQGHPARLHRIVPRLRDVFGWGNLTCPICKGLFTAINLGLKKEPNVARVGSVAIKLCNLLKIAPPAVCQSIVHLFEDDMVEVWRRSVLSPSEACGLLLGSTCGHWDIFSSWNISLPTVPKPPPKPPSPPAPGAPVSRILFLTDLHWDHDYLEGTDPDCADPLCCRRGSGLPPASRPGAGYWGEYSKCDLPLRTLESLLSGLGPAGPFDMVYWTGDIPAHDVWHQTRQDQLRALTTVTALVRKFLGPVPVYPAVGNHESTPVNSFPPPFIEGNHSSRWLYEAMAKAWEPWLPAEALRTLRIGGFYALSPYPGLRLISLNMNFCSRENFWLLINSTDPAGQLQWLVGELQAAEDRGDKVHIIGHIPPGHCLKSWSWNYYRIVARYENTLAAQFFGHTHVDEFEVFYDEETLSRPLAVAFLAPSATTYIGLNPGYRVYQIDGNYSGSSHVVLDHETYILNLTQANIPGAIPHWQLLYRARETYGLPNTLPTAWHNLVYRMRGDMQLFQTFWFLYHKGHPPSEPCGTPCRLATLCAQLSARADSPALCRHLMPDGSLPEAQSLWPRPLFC
#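 Human placenta-derived ASM preincubated with compound 10 min at room temperature, then reacted with 9 uM (final) fluorogenic HMU-PC substrate for 60 min at 37 C. Stop solution raises pH to 10; fluorescence read at Ex 386/Em 447 nm.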
# Menin-MLL TR inh: qHTS Assay for Inhibitors Targeting the Menin-MLL Interaction in MLL Related Leukemias: Competition With Texas Red Labeled MLL-derived Mutant Peptide; Potency, µM (doses to about 61.6 µM), for inactives: at the top dose FP activity change, negative = inhibition, usual class: inhibitors; Menin + Texas Red MLL mutant peptide, fluorescence polarization; actives 0.23% (n = 270,000); O00255; AID 1768, 2009; active = well fitted inhibition curve with a large enough effect in the polarisation, with a control signal flat, not every such curve was filed as active; inconclusive = small, poorly fitted or top-dose-only effect, or effect the other way, or a change in a side signal; inactive = no such curve, though single readings can be large or run the other way; the % refers to the polarisation; also: potency is read from the fitted curve at half-maximal effect; % of control where 0% means no effect; many of its hits are not listed in these tables
# PTAP TSG101 blk: qHTS Assay for Iinhibitors of HIV-1 Budding by Blocking the Interaction of PTAP/TSG101; Tumor susceptibility gene 101 protein (Homo sapiens), Q99816; Fluorescence polarization, FITC-PTAP peptide / Tsg101 binding; Potency, µM (highest dose often 115 µM), inactives show top-dose activity change, negative = inhibition, hits mostly inhibitors; 340,000 tested, under 10 active; AID 493005, 2010; active = well fitted inhibition curve with a large enough effect in the main read-out, with a control signal flat, not every such curve was filed as active; inconclusive = small, poorly fitted or top-dose-only effect, or effect the other way, or a change in a side signal; inactive = no such curve, though single readings can be large or run the other way; also: potency is read from the fitted curve at half-maximal effect; % of control where 0% means no effect
# Target sequence (Q99816 whole entry, looked up): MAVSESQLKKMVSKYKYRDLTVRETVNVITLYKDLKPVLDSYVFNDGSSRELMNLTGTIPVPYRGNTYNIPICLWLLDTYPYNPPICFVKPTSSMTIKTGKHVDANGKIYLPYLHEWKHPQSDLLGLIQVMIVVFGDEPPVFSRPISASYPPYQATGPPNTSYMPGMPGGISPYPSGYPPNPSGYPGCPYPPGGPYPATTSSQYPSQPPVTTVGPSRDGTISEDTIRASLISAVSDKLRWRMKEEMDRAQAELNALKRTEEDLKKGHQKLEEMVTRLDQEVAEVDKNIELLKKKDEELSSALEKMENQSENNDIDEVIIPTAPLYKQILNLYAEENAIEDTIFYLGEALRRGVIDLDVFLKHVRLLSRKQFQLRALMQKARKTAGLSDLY
#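 Fluorescence anisotropy tracks displacement of a FITC-tagged PTAP peptide (50 nM) from the Tsg101 binding domain (10 uM), following a 20 min room-temperature incubation at pH 7.5.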
# A-T KAP1 phos: qHTS Assay for Identifying a Potential Treatment of Ataxia-Telangiectasia; Potency, µM (titrated, usually from 57.5 µM), without a hit: at the top dose activation, hits mostly activators; AID 485349, 2010; […] A-T fibroblasts, KAP-1 phosphorylation AlphaLISA; neocarzinostatin DNA damage 30 min before lysis; actives 0.19% (n = 320,000); also: potency is read from the fitted curve at half-maximal effect; % of control where 0% means no effect; nearly all actives have a fitted effect of over 45% in size
#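 hTERT-immortalized A-T patient fibroblasts ([…]), 500 cells/well in OPTI-MEM, 1% FBS, got compounds for 60 min, then NCS for 30 min at 37C. Lysates were then assayed for phospho-KAP-1 by AlphaLISA (anti-pKAP1 donor, anti-KAP1 acceptor beads), 6 hr at 25C.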
# CXXC DNA block: qHTS Fluorescence Polarization Assay for Inhibitors of MLL CXXC domain - DNA interaction; actives 0.037% (n = 290,000); Potency, µM (titrated, usually from 115 µM), inactives show at the top dose activity change, negative = inhibition, most hits filed as inhibitors; MLL-CXXC / FITC-HOXA9 DNA fluorescence polarization; active = well fitted inhibition curve with a large enough effect in the polarisation, with a control signal flat, not every such curve was filed as active; inconclusive = small, poorly fitted or top-dose-only effect, or effect the other way, or a change in a side signal; inactive = no such curve, though single readings can be large or run the other way; the % refers to the polarisation; also: potency is read from the fitted curve at half-maximal effect
#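 Steps: dispense CXXC domain solution (7 uM) → pin compounds or unlabeled HOX-A9 DNA control → 5 min ambient → add FLSN-HOX-A9 solution (50 nM) → spin → 30 min ambient → fluorescence polarization. Tris pH 7.5/NaCl/DTT/BSA buffer.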
# Integrin act MD: qHTS for Activators of Integrin-Mediated Alleviation for Muscular Dystrophy; alpha7betagal myoblasts, beta-gal FDG fluorescence, 48 h; actives 0.064% (n = 350,000); Potency, µM (top dose mostly 38.3 µM), for the others: at the top dose activation, most hits filed as activators;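 also: potency is read from the fitted curve at half-maximal effect; 100% = response of the positive control SU9516; nearly all actives have a fitted effect of over 60% in size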
#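 Alpha7betagal+/- myoblasts (passage 13) were plated 16-24 hr, then exposed to compounds (1:260 dilution of DMSO stock) for 48 hours at 37C. After MPER lysis, β-galactosidase reporter activity was read as FDG fluorescence (ex 480/em 540) after 30 minutes.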
# MBNL1 CUG block: qHTS Assay for Inhibitors of MBNL1-poly(CUG) RNA binding; Muscleblind-like protein 1 (Homo sapiens), Q9NR56; TR-FRET MBNL1-His/biotin-(CUG)12 binding, 665/545 ratio; Potency, µM (titrated, usually from 57.5 µM), without a hit: at the highest dose activity change, negative = inhibition, usual class: inhibitors; actives 0.036% (n = 280,000); active = well fitted inhibition curve with a large enough effect in the signal ratio, with a control signal flat, not every such curve was filed as active; inconclusive = small, poorly fitted or top-dose-only effect, or effect the other way, or a change in a side signal; inactive = no such curve, though single readings can be large or run the other way; the % refers to the signal ratio; also: potency is read from the fitted curve at half-maximal effect; % is scaled to controls: 0 for no effect and ±100 for the full control effect
#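 TR-FRET between His-tagged MBNL1 and biotin-(CUG)12 RNA, detected with Tb anti-His antibody (0.055 ng/ul) and streptavidin-XL665 (5 nM), 60 min at room temperature. Compounds titrated 92 nM to 58 uM; 665/545 nm ratio normalized to buffer and complex controls.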
# Active calls of the source: *; ? = inconclusive; / = no result given; [ ] = remark or other dose. Unless noted, calls follow the shape of the dose curve; as a rule, active = well fitted curve in the direction sought with a large enough effect; inconclusive = small, poorly fitted or top-dose-only effect, or another doubt; inactive = no such curve, though single readings can be large; an effect the other way counts as inactive or inconclusive. An excerpt; rates above refer to the full screens.
SMILES,Mito fusion yeast,TCR activator,TSHR antagonist,S-ASM inh,Menin-MLL TR inh,PTAP TSG101 blk,A-T KAP1 phos,CXXC DNA block,Integrin act MD,MBNL1 CUG block
CCOC(=O)C(NS(=O)(=O)c1ccccc1)(C(F)(F)F)P(=O)(OCC(C)C)OCC(C)C (configuration not stated),1%,3%,0,-1%,1%,0%,1%,-2%,-14%,-1%
CCOC(=O)c1c(C)c(C(=O)N2CCCCCC2)c(C)n1C,3%,4%,29,-2%,14%,-6%,9%,1%,-6%,1%
COc1ccc(C2CC(=O)N3CN(c4ccc(C)c(Cl)c4)CSC3=C2C#N)cc1OC (configuration not stated),1%,-3%,1,19%,3%,-4%,1%,12%,-16%,3%
COc1ccc(/C=C(\NC(=O)c2cccs2)C(=O)NCc2ccco2)cc1OC,1%,-3%,2,-3%,/,-1%,0%,1%,-3%,?
O=C(Cc1ccc(Br)cc1)OCC(=O)N1CCc2ccccc2C1,16%,1%[46.1 µM],-1,-1%,-17%,-2%,-2%,3%,-16%,-14%
CCCn1c(SCC(N)=O)nc2c(c1=O)C1(CCCC1)Cc1ccccc1-2,1%,-2%,-5,-8%,14%,-1%,0%,2%,3%,7%
CCOC(=O)c1c(NC(=O)COc2cccc3c2CCN(Cc2ccc(F)cc2)C3=O)sc2c1CCC2,-5%,-3%[46.1 µM],-8,/,4%,/,-2%,4%,/,0%
COc1ccc(CCNCC(=O)Nc2c(C)cc(C)cc2C)cc1OC,0%,1%,12,1%,-18%,-6%,-10%,-2%,11%,-1%
O=C(OCc1c(Cl)cccc1Cl)c1ccncc1,6%,-4%[46.1 µM],-3,-1%,-6%,0%,10%,13%,21%,?
CCOC(=O)c1sc(NC(=O)CS(=O)(=O)c2ccc(C)cc2)nc1C,9%,8%,3,-4%,0%,-4%,-6%,-22%,1%,-2%
COc1ccc(CN2C(=O)c3cccnc3C2=O)cc1S(=O)(=O)N(C)c1ccc(C)cc1,3%,0%,8,-2%,11%,-7%,5%,?,-29%,?
CC(Oc1ccccc1)C(=O)NC1CC(C)(C)NC(C)(C)C1 (configuration not stated),-1%,1%,-4,2%,-3%,-7%,-1%,3%,-5%,-1%
c1ccc(Nc2ccccc2Nc2ccccn2)nc1,-1%,-4%[46.1 µM],4,2%,?,-7%,7%,1%,3%[7.66 µM],6%
COC1CCCCC1Nc1cccc(SC)c1 (configuration not stated),0%,-2%,-8,3%,3%,-3%,-2%,-4%,-23%,1%
CCCCN(C(=S)NC(=O)c1cc(OC)c(OC)c(OC)c1)c1c(N)n(Cc2ccccc2)c(=O)[nH]c1=O,-2%,0%[46.1 µM],1,-1%,-6%,2%,6%,7%,-26%,-6%
Nc1nc(SCC(=O)NCc2ccc3c(c2)OCO3)n[nH]1,0%,0%,-9,5%,1%,-8%,-2%,5%,0%,-8%
C/C(=N/OC(=O)CC(C)C)c1cc(-c2ccc(Cl)cc2)no1,16%,2%,-9,-1%,28%,-1%,-2%,18%,?,2%
COc1ccc(N2CCN(C(=O)c3ccc(N(C)S(=O)(=O)c4ccc(OC)cc4)cc3)CC2)cc1,-6%,-4%,7,-3%,?,0%,0%,-9%,-41%,-24%
CC(=O)NCCOc1cccc(OCCNC(C)=O)c1,-1%,-9%[46.1 µM],4,3%,11%,-1%,4%,14%,24%,-1%
Nc1cc2[nH]c(=O)c3ccccc3c2cc1[N+](=O)[O-],/,4%,/,-12%,/,-5%,/,/,0%,/
Cc1onc(-c2ccccc2)c1CNS(=O)(=O)c1ccccc1,6%,4%,-7,-2%,/,0%,0%,6%,0%,/
COCCCN=C1NN=C(c2cc(C)n(-c3ccccc3)c2C)CS1,-5%,-8%,22,-1%,-9%,0%,-22%,17%,0%,-22%
Cc1ccc(S(=O)(=O)n2[nH]c(=O)c(CCO)c2C)cc1,-1%,10%,1,2%,19%,-6%,2%,-2%,30%,2%
Cc1cc(C)c(C(=O)CSc2nnc(-c3cccnc3)n2C)c(C)c1,-5%,0%,-1,2%,/,-4%,-1%,-10%,-13%[7.66 µM],3%
CC1Cc2ccccc2N1C1=CC(=O)CC(C)(C)C1 (configuration not stated),5%,-6%,1,-1%,-1%,-2%,-7%,1%,5%,-8%
COc1cc2c(cc1OC)C(c1cc3cc4c(cc3[nH]c1=O)OCO4)N(C(=O)C(C)C)CC2 (configuration not stated),0%,0%[46.1 µM],-1,40%[activator],-16%,-7%,/,4%,0%,?
COc1ccc(Nc2ncnc3ccc(Br)cc23)c(OC)c1,2%,2%,1,-1%,-1%,-4%,-1%,13%,-18%,3%
O=C(c1ccco1)N1CCN(C(=O)c2cc(-c3ccccc3F)no2)CC1,3%,-5%,0,-1%,/,-4%,7%,6%,?,0%
COC(=O)c1ccccc1NC(=O)C1CC(=O)N(c2ccc(F)cc2)C1 (configuration not stated),3%,4%,-2,0%,9%,0%,-8%,-2%,0%,-3%
Cc1cc(C)n2nc(Cc3ccccc3)nc2n1,-2%,1%,/,4%,-12%,0%,7%,4%,5%,8%
COc1ccc2[nH]c3c(c2c1)CCN1C(=O)C(CC(=O)NCCc2ccccn2)C[C@H](C(=O)N2CCCCC2)[C@@]31CCc1ccccc1 (some centres not stated),/,-20%[46.1 µM],-3,-7%,/,-5%,-9%,/,4%,/
COc1ccc2oc(C(=O)N3CCN(C(c4ccccc4)c4ccccc4)CC3)c(C)c2c1,?,0%,-10,-7%,/,-11%,-5%,/,7%,/
O=C(CCNS(=O)(=O)c1ccccc1C(F)(F)F)NCCCN1CCOCC1,/,-1%,-6,5%,/,-2%,10%,/,-10%,/
COc1ccccc1CC(=O)Nc1ccc2[nH]ncc2c1,0%,-1%,8,0%,?,0%,-5%,-6%,?,-6%
CC1(C)Cc2c(sc(NC(=O)c3ccc(C(=O)c4ccccc4)cc3)c2C#N)C(C)(C)N1,-2%,-45%,5,-27%,/,-1%,6%,-9%,18%,10%
COc1ccc(C(=O)NCCCN2CCN(CCCNC(=O)c3ccc(OC)c(OC)c3)CC2)cc1OC,-1%,0%,4,-2%,/,-6%,5%,/,-17%,/
Cc1ccc(Cn2ncc3c(N4CCN(C)CC4)ncnc32)cc1,5%,-4%,13,1%,-16%,-2%,-4%,-5%,0%,/
CCCNC(=O)N1CCC(c2ccc3c(c2)OCO3)CC1,2%,-1%,13,0%,3%,-3%,0%,2%,28%,0%
CCOc1ccc(S(=O)(=O)N2CCCC(C(=O)N3CCOCC3)C2)cc1 (configuration not stated),-3%,3%,-40,-1%,-14%,0%,9%,0%,3%,-19%
COc1ccc(N2CCN(C(c3cccs3)C(C)NC(=O)C(=O)N3CCCCC3)CC2)cc1 (configuration not stated),24%,-6%,-3,0%,5%,-1%,-3%,34%,13%,-3%
Nc1n[nH]c(-c2cccc([N+](=O)[O-])c2)n1,-4%,11%[46.1 µM],8,4%,8%,-1%,4%,5%,15%,38%[activator]
COc1ccc(C(CNC(=O)c2ccc(OC)c(S(=O)(=O)N3CCCC3)c2)N2CCCC2)cc1 (configuration not stated),-12%,8%,5,2%,/,-4%,20%,/,-37%,/
CC(CNc1ccc(Cl)cc1)(CNc1ccc(Cl)cc1)[N+](=O)[O-],/,-1%,/,-20%,/,-3%,/,/,-57%[inhibitor],/
COc1ccccc1NC(=S)N1CCNC(=O)C1CC(=O)Nc1cccc(C)c1 (configuration not stated),-6%,1%,7,2%,/,-1%,-1%,5%,-1%,-5%
C=CCOc1ccc(CN(C)c2ccc(S(=O)(=O)N3CCN(C)CC3)cc2[N+](=O)[O-])cc1,9%,2%,1,-11%,/,-10%,0%,/,-9%,/

# Source: PubChem (National Center for Advancing Translational Sciences (NCATS))
